High-throughput results from PubChem.
IL-2 act: activators of IL-2; activation, % (series mostly up to about 46 µM); 360,000 tested, 0.065% active; IL-2 activation reporter assay, cell-based qHTS; stimulated with anti-CD3/CD4/CD28 beads; in transgenic mouse T cells; AID 652025; in the data active means activation above about 50%; inconclusive means mostly about 30% to 49%; further: 0% is about no effect
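Screening format: compound pinned onto unstimulated transgenic mouse T cells, 60 min incubation, then anti-CD3/anti-CD4/anti-CD28 bead stimulation for 18 hours at 37 degrees C, followed by EGFP and DsRed detection.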
EPAC2 ag: agonists of human EPAC2 (RAPGEF4) | Q8WZA2 | AID 720711 | EPAC2 activation, biochemical qHTS; response scale: 100% = 6.5 mM cAMP response | 360,000 tested, 0.079% active | Potency, µM (series often up to 154 µM), for inactives: top-dose activation, actives largely listed as activators; further: potency means the concentration at half of the fitted maximal effect; nearly all actives have a fitted effect of over 50% in size
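Compounds were added across a concentration range to EPAC2 (100 nM), RAP1B-BODIPY-GDP (250 nM) and GDP (50 uM). After 5 min at room temperature, fluorescence was recorded at 5-min intervals for 30 min.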
EPAC1 agonist: activates human EPAC1 exchange factor; EPAC1 agonist qHTS, biochemical assay; response scale: 100% = response to 6.5 mM cAMP; 360,000 tested, 0.073% active; Potency, µM (titrated, usually from 154 µM), for inactives: at the top dose activation, most hits filed as activators; AID 720707; O95398; further: potency means the concentration at half of the fitted maximal effect; nearly all actives have a fitted effect of over 60% in size
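Compounds were pinned as a concentration titration into mixtures of EPAC1 (100 nM), BODIPY-GDP-loaded Rap1B (250 nM) and GDP (50 uM). After 5 min at room temperature, fluorescence was followed for 30 min; activity was scaled to 6.5 mM cAMP.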
PI5P4K alpha inh: blocks human PI5P4K alpha kinase activity | AID 652105 | P48426 | max response, % | PI5P4Kalpha enzyme, ADP-Glo luminescence, 60 min; active compounds read low | 330,000 tested, 1.2% active; active means max response of -50% or lower; inconclusive means between -30% and -50%; inactive means -30% or higher; further: value at the top dose of about 77 µM; on the % scale 0 is the no-effect control and ±100 the full control effect
Target sequence (P48426 whole entry, looked up): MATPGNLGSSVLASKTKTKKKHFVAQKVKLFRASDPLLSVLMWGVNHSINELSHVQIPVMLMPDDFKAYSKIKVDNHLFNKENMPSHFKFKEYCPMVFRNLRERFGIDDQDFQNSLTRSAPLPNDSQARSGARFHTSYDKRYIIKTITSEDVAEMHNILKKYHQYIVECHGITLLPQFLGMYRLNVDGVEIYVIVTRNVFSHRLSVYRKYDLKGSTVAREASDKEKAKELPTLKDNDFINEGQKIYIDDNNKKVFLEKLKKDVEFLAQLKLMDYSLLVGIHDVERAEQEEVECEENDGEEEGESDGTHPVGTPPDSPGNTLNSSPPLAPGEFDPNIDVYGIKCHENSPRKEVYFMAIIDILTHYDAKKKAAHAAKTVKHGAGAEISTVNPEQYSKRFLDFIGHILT
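Quantitative HTS of the MLSMR library against PI5P4Kalpha with substrate. ATP added last at 5 microM final; room temperature, 60 minutes. Remaining ATP depleted, ADP converted and read as luminescence.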
EPAC1 antag: blocks human EPAC1 exchange factor; O95398; Potency, µM (highest dose often 115 µM), without a hit: at the highest dose activity change, negative = inhibition, most hits filed as inhibitors; AID 720709; 360,000 tested, 0.14% active; EPAC1 GEF assay, Rap1b-BODIPY-GDP exchange fluorescence;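 further: potency means the concentration at half of the fitted maximal effect; plate controls were vehicle for no effect and positive control for full effect; nearly all actives have a fitted effect of over 50% in size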
PLK1 PBD inh: PLK1 (human) polo-box domain binding inhibition | P53350 | Plk1 PBD binding of FITC phosphopeptide, fluorescence polarization | Potency, µM, for the others: max response, negative = inhibition, actives largely listed as inhibitors | 360,000 tested, 2.8% active; further: potency means the concentration at half of the fitted maximal effect; series mostly up to about 57 µM; on the % scale 0 is the no-effect control and ±100 the full control effect; nearly all actives have a fitted effect of over 65% in size
Target sequence (P53350 whole entry, looked up, the tested form may be a part): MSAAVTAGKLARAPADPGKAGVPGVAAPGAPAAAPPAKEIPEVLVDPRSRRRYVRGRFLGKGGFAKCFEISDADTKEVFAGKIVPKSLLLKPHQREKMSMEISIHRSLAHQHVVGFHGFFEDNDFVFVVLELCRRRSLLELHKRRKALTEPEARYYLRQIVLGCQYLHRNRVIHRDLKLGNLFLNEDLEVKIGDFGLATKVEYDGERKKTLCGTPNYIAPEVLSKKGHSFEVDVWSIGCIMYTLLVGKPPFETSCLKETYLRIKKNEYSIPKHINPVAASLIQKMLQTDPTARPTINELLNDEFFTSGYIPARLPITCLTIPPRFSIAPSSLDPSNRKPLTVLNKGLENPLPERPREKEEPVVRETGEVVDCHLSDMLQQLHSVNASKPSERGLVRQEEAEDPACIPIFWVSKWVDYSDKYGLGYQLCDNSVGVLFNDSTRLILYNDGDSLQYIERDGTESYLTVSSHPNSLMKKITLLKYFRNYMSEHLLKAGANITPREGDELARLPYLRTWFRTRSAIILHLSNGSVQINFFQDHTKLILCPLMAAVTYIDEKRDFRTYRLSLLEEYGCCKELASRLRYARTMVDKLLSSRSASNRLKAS
WRN helicase inh: inhibitors of human WRN helicase; Q14191; WRN helicase unwinding, fluorescent forked duplex, kinetic; Potency, µM (titrated, usually from 114 µM), without a hit: top-dose activity change, negative = inhibition, most hits filed as inhibitors; 360,000 tested, 0.46% active; further: potency means the concentration at half of the fitted maximal effect; on the % scale 0 is the no-effect control and ±100 the full control effect; nearly all actives have a fitted effect of over 55% in size
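Enzyme (20 nM final) and test compound sit together 15 min at room temperature before substrate addition. Substrate is a single-forked duplex oligonucleotide (100 nM) labelled with fluorophore and quencher, with 2 mM ATP; helicase unwinding raises red fluorescence, read kinetically.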
CCT modulator: modulators of cytosolic chaperonin (CCT/TRiC) activity | purified chaperonin ATPase assay, HTRF ADP detection, 30 min | activity change, % (no concentration beside the values), hits read low | 360,000 tested, 0.3% active; in the data active means activity change below about -30%; further: on the % scale 0 is the no-effect control and ±100 the full control effect
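TRiC (40 or 20 nM final, by batch activity) in 30 mM Tris pH 7.4, 100 mM KCl, 5 mM MgCl2, 1 mM DTT was treated with compound at 76 uM single dose, then 10 uM ATP, 30 min at 37 °C. ADP was read by HTRF Transcreener.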
The depositor's hits bear a star; ? = inconclusive; / = not tested or not shown; [ ] = another dose, or the depositor's remark. Unless noted, the call rests on the fitted dose curve; in most records, active means well fitted curve in the direction sought with a large enough effect; inconclusive means small, poorly fitted or top-dose-only effect, or another doubt; inactive means no such curve, though single readings can be large; an effect the other way counts as inactive or inconclusive.

| Molecule | IL-2 act | EPAC1 agonist | PI5P4K alpha inh | EPAC2 ag | EPAC1 antag | CCT modulator | PLK1 PBD inh | WRN helicase inh |
| --- | --- | --- | --- | --- | --- | --- | --- | --- |
| O=C1CCC([N+](=O)[O-])C(C2CC=CCC2)N1 (stereo unspecified) | -1.5 | 7% | 1 | 17% | 14% | -5.1 | -13% | -14% |
| Cn1c(CNC(=O)c2ccc(Cl)cc2)nnc1SCC(=O)N1CCOCC1 | -3.5 | 3% | -5 | 10% | -21% | -4.8 | -8% | -33% |
| O=C(C1CCCCC1)N1C[C@@H](O)[C@H](n2cc(C3CC3)nn2)C[C@@H]1c1ccc(Cl)cc1 | -1.6 | -12% | 4 | 11% | -3% | -0.4 | -20% | 4% |
| COCCn1c(C)cc(C(=O)CN2c3cccc4cccc(c34)S2(=O)=O)c1C | 0.7 | 4% | 3 | -3% | -16% | 1.9 | 0% | -12% |
| O=S(=O)(c1ccc(Br)s1)N1CCN(c2ccc(F)cc2)CC1 | 0.3 | 6% | -3 | 5% | -20% | 0.8 | -5% | -19% |
| CCOC(=O)c1cnc2ccc(OC)cc2c1Nc1ccc(N2CCN(C)CC2)cc1 | 5.5 | -5% | 12 | 0% | ? | 2.0 | 6.7µM* | 2% |
| CCOC(=O)C1=C(CC)Nc2ccccc2N=C1NC(=O)CCN1C(=O)C2CCCCC2C1=O (stereo unspecified) | -3.9 | -14% | 1 | -3% | 0% | -1.9 | 2% | -2% |
| Cc1cc(Oc2ccc(-c3ccccc3)cc2)nc(N2CCOCC2)n1 | 1.7 | 5% | 14 | 0%[15.6 µM] | 4% | 2.9 | 1% | -11% |
| Cc1nc2cc(OCc3cc(C(=O)NC(C)c4cnn(C)c4)no3)ccc2s1 (stereo unspecified) | -0.7 | 9% | 1 | 2% | -7% | 1.0 | 2% | -2% |
| O=C(CSc1nncn1-c1ccccn1)Nc1cccc(Cl)c1 | -2.4 | 3% | -1 | 4% | 4% | -6.9 | -14% | 2% |
| Cc1nn(C)c2nc(-c3cccs3)cc(C(F)(F)F)c12 | -1.1 | -4% | 0 | 4% | 20% | 0.3 | ? | 9%[57.1 µM] |
| COc1ccc(OCc2nn3c(-c4ccco4)nnc3s2)cc1 | 1.5 | 8% | -22 | -16% | -9% | -7.7 | -11% | -10% |
| COC(=O)N/N=C\c1c(C)[nH]n(-c2ccccc2)c1=O | -1.0 | 6% | -4 | 14% | 4% | -2.4 | -20% | -32% |
| COc1cc(Cl)cc(C(=O)O)c1OCC(=O)O | 0.7 | 4% | 3 | 13% | 7% | -1.8 | -12% | -1% |
| CCC(=NCc1ccco1)c1c(C(F)(F)F)[nH]n(-c2nc3ccccc3s2)c1=O | 0.3 | 6% | / | 8% | 13% | -6.1 | -10% | -5% |
| CO/N=C\CC(=O)Nc1ccc(Cl)cc1Cl | -0.3 | 3% | -20 | 0% | -6% | -0.4 | 21µM* | -6% |
| COc1cc(C2C(C(=O)c3cc4ccccc4o3)=C(O)C(=O)N2c2cc(C)on2)cc(OC)c1OC (stereo unspecified) | -3.2 | -7% | -8 | -14% | -2% | 1.1 | -11% | 10% |
| O=C(c1cc(-c2ccccc2)nc2ccccc12)N1N=C(C(F)F)CC1(O)C(F)F (stereo unspecified) | -3.4 | 23% | / | 15% | -6% | 0.8 | -4% | -17% |
| CCC(CC)C(=O)Nc1ccc([N+](=O)[O-])cn1 | 0.2 | -2% | 1 | 6% | -3% | -1.1 | -10% | 6% |
| O=C(C[C@H]1C[C@@H]2c3cc(NS(=O)(=O)c4ccccc4)ccc3O[C@@H]2[C@H](CO)O1)N1CCOCC1 | 1.2 | 3% | -1 | -4% | 11% | -1.7 | -14% | 4% |
| CCOCCCNc1ccc(N2C(=O)CCCC2=O)cc1[N+](=O)[O-] | 1.4 | -2% | -2 | 2% | -10% | 2.2 | -13% | 8% |
| CCOC(=O)Cn1c(=O)c2c(nc(Br)n2Cc2ccccc2Cl)n(C)c1=O | 1.3 | -1% | 1 | -3% | -3% | -1.0 | -1% | -9% |
| CCOC(=O)CSc1nc2cc(C(=O)NCc3ccco3)ccc2c(=O)n1C1CCCCC1 | -1.6 | 5% | / | 9% | -12% | 0.2 | -7% | -10% |
| Cc1ccn2cc(-c3cccc(NS(C)(=O)=O)c3)nc2c1 | -0.8 | 14% | -2 | 7% | 2% | -11 | -16% | 6% |
| C(=N\n1cnnc1)/c1ccccn1 | 1.5 | 0% | / | 6% | -26% | -2.0 | -1% | 6% |
| CC(=O)c1ccc(-c2cnc3c(NC=O)cc(-c4cccc(NS(C)(=O)=O)c4)cn23)cc1 | -0.5 | -9% | -84* | 2% | -4% | -0.5 | 2% | -4% |
| COC(=O)[C@]12CCCCC=C1N(Cc1ccccc1)C(=O)[C@H](CC(=O)NCc1ccc(C)o1)C2 | 0.0 | -2% | -16 | -4% | -8% | -1.2 | -2% | 1% |
| COc1ccc(C2C(C(=O)Nc3cc(OC)c(OC)c(OC)c3)c3ccccc3C(=O)N2C)cc1 (stereo unspecified) | -2.7 | 3% | 2 | -5% | 4% | 0.2 | -2% | -33% |
| CSc1nc2c(c(=O)n1C)SC(C)C2 (stereo unspecified) | -0.9 | -8% | -1 | 4% | -10% | -1.0 | -1% | 1% |
| NC(=O)c1cnn(C2CCS(=O)(=O)C2)c1 (stereo unspecified) | 2.1 | 5% | 3 | 0% | -1% | 0.4 | 3% | -3% |
| O=C1NC2(NN1c1ccccc1)C1CC3CC(C1)CC2C3 (stereo unspecified) | 0.2 | 1% | 10 | 10% | 2% | 0.0 | 2% | -4% |
| COc1ccc(CC(=S)N2CCOCC2)cc1F | -0.2 | -2% | 5 | 2% | 0% | -0.7 | -9% | 2% |
| CC(C)C1C(=O)N(Cc2cn(Cc3ccco3)nn2)CCS(=O)(=O)N1Cc1ccc(-c2ccccc2)cc1 (stereo unspecified) | -2.4 | -4% | 3 | -1% | -5% | 0.0 | -4% | -6% |
| Cc1ccc(NC(=O)C2CCN(S(=O)(=O)c3ccc4[nH]c(=O)oc4c3)CC2)cc1F | -2.2 | -2% | 4 | -4% | -15% | 0.0 | -12% | -3% |
| COc1ccc(-n2c(SCC(=O)Nc3ccccc3OC)nc(O)c(Cc3ccccc3)c2=O)cc1 | -3.4 | 9% | -1 | 17% | ? | 2.0 | -14% | -4% |
| CCN(CC)S(=O)(=O)c1ccc2c(c1)nc(SCC(N)=O)n2-c1ccc(OC)cc1 | 1.6 | -2% | -27 | -1% | -4% | -1.8 | -9% | -27%[57.1 µM] |
| OCCN1CCN(CCOc2cccc(Cl)c2)CC1 | -1.1 | -2% | -1 | -1% | 4% | 0.0 | -3% | 4% |
| CCN(CC)CCCNc1ccc(-c2nnc(-c3ccc(OCC(C)C)cc3)o2)cn1 | -3.4 | -8% | -1 | 5% | -21% | -1.0 | -3% | 5% |
| O=C(COC(=O)C1CC(O)CN1C(=O)Oc1ccccc1)c1ccc(Br)cc1 (stereo unspecified) | -1.5 | 1% | 0 | 6% | -4% | -0.4 | -6% | -27%[57.1 µM] |
| COC(=O)[C@H](Cc1ccccc1)NC(=O)[C@@H](N)CC(=O)OCc1ccccc1 | 1.0 | -11% | 1 | -2% | -3% | -1.7 | 1% | -3% |
| Cc1ccccc1NC(=O)CSc1nn2c(=O)c(C)nnc2s1 | 2.1 | 0% | -6 | 0% | -7% | -10 | -8% | -3% |
| CCOc1ccccc1CN1CCNC(=O)C1CC(=O)NCc1nc(C)cs1 (stereo unspecified) | -3.4 | 4% | 5 | 2% | 20% | 1.6 | -5% | -30% |
| CCOC(=O)C(C(=O)NCc1ccc(F)cc1)c1ncc(C(F)(F)F)cc1Cl (stereo unspecified) | -1.8 | -6% | 4 | -13% | -12% | -3.3 | -10% | 6% |
| CCCc1cc(C(=O)NC(C)C2CCCO2)cs1 (stereo unspecified) | -3.0 | 11% | 0 | 5% | 7% | 0.3 | -9% | -9% |
| CC(=O)Nc1ncc(Sc2ccc([N+](=O)[O-])cc2)s1 | -1.0 | -6% | 1 | -9% | 0% | 0.3 | -11% | 0% |
| Cn1cnc2c1c(=O)n(Cc1cccc(Br)c1)c(=O)n2C | -3.4 | 0% | -10 | 1% | -14% | -1.3 | -1% | 5% |
| Cc1ccc(Cl)cc1NC(=O)c1cc(NC(=O)CCCC(=O)O)ccc1N1CCCCC1 | -3.1 | -1% | -10 | -6% | -12% | 2.2 | -12% | -24% |
| CC(C)[C@H](NC(=O)[C@@H]1Cc2c([nH]c3ccccc23)C2c3ccccc3C(=O)N21)C(=O)N1CCC[C@@H]1C(=O)O (stereo partly specified) | -0.3 | -2% | 7 | -5% | 8% | 1.8 | -7% | -12% |
| CC1CC(C)CN(C(=O)c2ccc3nc[nH]c3c2)C1 (stereo unspecified) | -1.0 | -2% | -3 | -1% | -4% | -0.5 | -8% | 0% |
| O=C(CCNS(=O)(=O)c1cccs1)N1CCN(c2cccc(Cl)c2)CC1 | -0.1 | 5% | 4 | 1% | 9% | 0.0 | 1% | -4% |
| CC1C(O)=C(c2ccccc2)P(=O)(Cc2ccccc2)C1C (stereo unspecified) | 0.1 | 5% | -2 | 5% | -16% | -1.1 | -10% | 5% |
| O=C(c1cc(Cl)cc(Cl)c1)N1CCN(c2cc(C(F)(F)F)nc3ccccc23)CC1 | 0.1 | 7% | 2 | 9% | -30% | -0.7 | -2% | -4% |
| O=C(O)c1cc(NCc2ccccc2)ccc1N1CCOCC1 | 0.6 | -7% | -1 | 3% | 4% | 0.2 | 0% | 1% |
| COc1cc(CNc2nccn3ccnc23)cc(OC)c1 | 0.0 | 5% | 0 | 3% | -4% | -1.7 | 1% | 0% |

Part of the list above in order of formula weight, ascending:
| Molecule | IL-2 act | EPAC1 agonist | PI5P4K alpha inh | EPAC2 ag | EPAC1 antag | CCT modulator | PLK1 PBD inh | WRN helicase inh |
| --- | --- | --- | --- | --- | --- | --- | --- | --- |
| C(=N\n1cnnc1)/c1ccccn1 | 1.5 | 0% | / | 6% | -26% | -2.0 | -1% | 6% |
| O=C(O)c1cc(NCc2ccccc2)ccc1N1CCOCC1 | 0.6 | -7% | -1 | 3% | 4% | 0.2 | 0% | 1% |
| COc1ccc(C2C(C(=O)Nc3cc(OC)c(OC)c(OC)c3)c3ccccc3C(=O)N2C)cc1 (stereo unspecified) | -2.7 | 3% | 2 | -5% | 4% | 0.2 | -2% | -33% |

The list is partial; count on the stated rates, not on these rows.
